KLK5 inh = blocks human kallikrein 5 protease activity. recombinant hK5, fluorogenic AMC substrate cleavage. inhibition, % at 5 µM. 210,000 compounds, 0.59% hits;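 active means inhibition of 40% or more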;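 further: 0% = enzyme controls without compound and 100% = no-enzyme blanks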
Thrombin inh = inhibitors of human thrombin. alpha-thrombin, Boc-VPR-AMC fluorogenic substrate cleavage. inhibition, % at 5 µM. 220,000 compounds, 0.26% hits. AID 1046;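 active means inhibition at or above 40%; inactive means inhibition below 40%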;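 further: 0% = enzyme with no compound and 100% = wells without enzyme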
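System – human alpha-thrombin protein · Reagent – Boc-VPR-AMC substrate, 15 µM final · Compound – 5 µM single dose in 0.2% DMSO · Schedule – reaction at room temperature · Technique – AMC fluorescence at 355 nm excitation and 460 nm emission · Read-out basis – % inhibition relative to enzyme controls and enzyme-free blanks · Control set – no-compound enzyme wells and no-enzyme blanks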
Wee1 stabilizer = human Wee1 degradation inhibition, primary screen; reporter increase, % at 5 µM; HeLa Luc-Wee1K328M stability, luciferase luminescence; 100% = proteasome inhibitor MG132 effect; P30291; 220,000 compounds, 1.2% hits;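 active means activation above the mean of all tested compounds plus 3 SD, set per screening run, cut at about 8.8% in these data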;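 further: cells exposed to compound for 20 h before luminescence read; 0% = DMSO alone and 100% = MG132 at 30 µM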
FXIIa inh = factor XIIa (human) inhibition. P00748. purified FXIIa, Boc-QGR-AMC fluorogenic substrate, 2 h. inhibition, % at 5 µM. 220,000 compounds, 0.3% hits. AID 800; in the data active means inhibition above about 40%;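 further: 0% = enzyme with no compound and 100% = blank without enzyme; many of its hits are not listed in these tables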
Target sequence (P00748 20-372 limits assumed): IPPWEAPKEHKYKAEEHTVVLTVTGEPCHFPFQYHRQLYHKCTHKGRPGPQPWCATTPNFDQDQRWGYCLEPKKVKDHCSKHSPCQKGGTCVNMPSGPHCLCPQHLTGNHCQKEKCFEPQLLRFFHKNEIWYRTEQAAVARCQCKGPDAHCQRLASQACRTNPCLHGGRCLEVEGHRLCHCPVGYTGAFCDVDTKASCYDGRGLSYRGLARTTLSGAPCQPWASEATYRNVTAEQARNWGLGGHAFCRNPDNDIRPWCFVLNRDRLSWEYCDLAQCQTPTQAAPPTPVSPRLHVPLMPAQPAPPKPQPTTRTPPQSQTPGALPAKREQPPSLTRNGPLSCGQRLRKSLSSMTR
Target sequence (P00748 373-615 limits assumed): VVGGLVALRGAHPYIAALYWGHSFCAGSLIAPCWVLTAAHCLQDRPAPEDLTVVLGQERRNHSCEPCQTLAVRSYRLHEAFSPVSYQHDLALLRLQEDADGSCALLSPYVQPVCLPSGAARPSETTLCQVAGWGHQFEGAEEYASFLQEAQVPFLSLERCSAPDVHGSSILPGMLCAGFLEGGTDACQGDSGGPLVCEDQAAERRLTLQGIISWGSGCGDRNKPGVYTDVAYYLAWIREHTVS
Hck-Nef inh = human Hck-Nef kinase inhibition. P08631. Recombinant Hck-YEEI plus Nef, Z-Lyte FRET kinase assay. inhibition, % at 20 µM. 220,000 compounds, 0.68% hits;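 active means Hck-Nef kinase inhibition above about 50%, limit read from the data; inactive means inhibition below that limit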;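 further: 0% = DMSO with Hck plus Nef and 100% = Hck alone without Nef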
14-3-3 Bad PPI = disrupts binding of bovine 14-3-3 zeta to phospho-Bad peptide. inhibition, % at 21.7 µM. P63103. 220,000 compounds, 0.71% hits. TR-FRET 14-3-3zeta/Dy647-pBad peptide displacement, 1 h;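 active means inhibition above about 70%, limit read from the data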;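 further: 0% = full 14-3-3 plus peptide FRET controls and 100% = background without 14-3-3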
Runt-CBFb FRET = Runt domain-CBFb interaction inhibition | 220,000 compounds, 0.46% hits | Q01196+Q13951 | inhibition, % at 20 µM | Cerulean-Runt/Venus-CBFb FRET ratio 530/480, 1 h;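 active means inhibition over about 50% at 20 µM in the single-dose screen, limit read from the data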;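 further: 0% = DMSO wells and 100% = excess unlabeled CBFb competitor control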
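test system = Cerulean-tagged RUNX1 Runt domain (FRET donor) fusion protein | reagent = Venus-CBFb binding partner, 100 nM | incubation = protein complex preformed 1 h, compound exposure 1 h, room temperature, dark | detection = FRET fluorescence | read-out basis = loss of energy transfer signal | controls = 5 µM unlabeled CBFb as full-inhibition high control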
FXIa inh 1536 = factor XIa (human) inhibition; AID 798; purified FXIa, Boc-Glu-Ala-Arg-AMC fluorogenic substrate; 220,000 compounds, 0.14% hits; inhibition, % at 5 µM; P03951;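 active means inhibition of at least 40%; inactive means inhibition below 40%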;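 further: fluorescence of freed AMC excited at 355 nm; 0% = enzyme without compound and 100% = no enzyme blank; many of its hits are not listed in these tables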
Runt-SMMHC FRET = Runt domain-CBFb-SMMHC interaction inhibition; Q01196+Q13951; Cerulean-Runt/Venus-CBFb-SMMHC FRET ratio 530/480, 1 h; inhibition, % at 20 µM; 220,000 compounds, 0.74% hits;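 active means mean inhibition across duplicate retests at 20 µM reaching about 50%, limit read from the data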;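 further: 0% = DMSO wells and 100% = wells with excess untagged CBFb-SMMHC; inhibitors lower the FRET ratio by blocking Runt binding to CBFb-SMMHC; some results filed as inactive read as strong as hits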
* marks the source's active call; other numbers are inactive results; nt = no result given; [ ] = remark or other dose.

1. CCOC(=O)C1(Cc2ccccc2)CCN(Cc2csc(C(C)=O)c2)CC1
2. CCCOc1ccc(C(=O)NNC(=S)NC(=O)c2cc(-c3ccc(Cl)cc3)nc3ccccc23)cc1
3. CCCC(=O)NNc1cc(=O)c2c(=O)n(C)c(=O)n(C)c2[nH]1
4. CCCn1c(SCC(=O)Nc2ccccc2N2CCCCC2)nc2c1c(=O)n(C)c(=O)n2C
5. Cc1ccccc1NC(=O)Cn1nc(-c2ccccc2)nc1-c1ccccc1
6. Cc1ccc(N(CN2C(=O)C3C4CCC(C4)C3C2=O)C(=O)c2ccco2)cc1 (stereo not given)
Compound	1	2	3	4	5	6
KLK5 inh	nt	-233.3	-22.3	-2.5	1.3	-5.2
Thrombin inh	-7.3	5.0	3.0	-6.3	-0.2	0.1
Wee1 stabilizer	2.9	1.0	-3.6	-2.6	-3.0	-0.8
FXIIa inh	8.1	11.8	6.1	-2.6	15.4	6.6
Hck-Nef inh	6.1	-0.6	1.3	-1.1	0.8	16.6
14-3-3 Bad PPI	-4.0	-5.3	12.0[fluorescence artefact?]	-5.7	-3.3	-3.5
Runt-CBFb FRET	-1.3	4.9	0.7	-5.9	-2.3	-0.1
FXIa inh 1536	-1.2	12.8	3.3	-6.6	9.4	-4.6
Runt-SMMHC FRET	0.6	1.3	0.5	-8.1	-3.6	4.3

7. Cc1ccc2nc(NC(=O)C3CCCN(S(=O)(=O)c4cnc[nH]4)C3)sc2c1 (stereo not given)
8. Nc1c(S(=O)(=O)c2cccs2)c2nc3ccccc3nc2n1Cc1ccccc1
9. c1ccc(-c2csc(N3CCCCCC3)n2)cc1
10. O=C(O)CNC(=S)N(Cc1ccccc1Cl)C1CCCC1
11. O=C(CSc1ccc(F)cc1)NC(=O)NCc1ccccc1
12. C/C(=C/C=N/Nc1nc(N2CCCCC2)nc(N2CCCCC2)n1)c1ccccc1
Compound	7	8	9	10	11	12
KLK5 inh	-1.9	-64.5	-2.6	nt	0.5	5.7
Thrombin inh	-4.0	2.3	-1.2	2.1	-1.6	0.0
Wee1 stabilizer	1.2	-0.1	0.4	1.1	0.7	-1.2
FXIIa inh	14.6	-7.9	1.5	11.3	nt	14.9
Hck-Nef inh	18.8	0.8	0.6	8.6	-10.8	0.0
14-3-3 Bad PPI	7.1	14.5	2.1[fluorescence artefact?]	5.2	-10.0	-0.2
Runt-CBFb FRET	-1.1	5.3	2.7	1.1	-0.2	2.8
FXIa inh 1536	8.3	2.5	-4.1	1.2	-2.6	-1.3
Runt-SMMHC FRET	-4.6	6.9	5.8	2.1	-1.2	3.3

Given as tab-separated lines: three of the compounds above.
item	compound	KLK5 inh	Thrombin inh	Wee1 stabilizer	FXIIa inh	Hck-Nef inh	14-3-3 Bad PPI	Runt-CBFb FRET	FXIa inh 1536	Runt-SMMHC FRET
4	CCCn1c(SCC(=O)Nc2ccccc2N2CCCCC2)nc2c1c(=O)n(C)c(=O)n2C	-2.5	-6.3	-2.6	-2.6	-1.1	-5.7	-5.9	-6.6	-8.1
5	Cc1ccccc1NC(=O)Cn1nc(-c2ccccc2)nc1-c1ccccc1	1.3	-0.2	-3.0	15.4	0.8	-3.3	-2.3	9.4	-3.6
6	Cc1ccc(N(CN2C(=O)C3C4CCC(C4)C3C2=O)C(=O)c2ccco2)cc1 (stereo not given)	-5.2	0.1	-0.8	6.6	16.6	-3.5	-0.1	-4.6	4.3

(next part)
13. Cc1ccccc1OCC(=O)Nc1ccc2c(c1)Cc1ccccc1-2
14. O=C(O)CNC(=O)c1ccc(OC(F)F)cc1
15. CCOCC(O)CS(=O)Cc1ccccc1 (stereo not given)
16. O=C(Oc1ccccc1N1CCOCC1)c1sccc1Br
17. CS(=O)(=O)N(CCc1ccccc1)CC(=O)N1CCN(c2ccccc2F)CC1
18. COc1cc(NC(=S)NC(=O)c2ccc(F)cc2)ccc1NC(=O)c1ccco1
Compound	13	14	15	16	17	18
KLK5 inh	-28.2	-10.8	16.7	-0.8	-4.6	-7.5
Thrombin inh	-9.4	-0.2	-7.1	-2.8	-1.8	-7.1
Wee1 stabilizer	1.4	-1.2	-4.2	4.1	1.6	-0.4
FXIIa inh	3.1	10.5	-3.2	2.8	24.0	2.2
Hck-Nef inh	-1.5	0.9	-1.2	19.3	-1.4	1.8
14-3-3 Bad PPI	29.8	-14.7[fluorescence artefact?]	-3.4	4.2	1.9	-5.2
Runt-CBFb FRET	-0.2	-0.1	2.6	0.4	-1.0	-7.2
FXIa inh 1536	-0.4	-3.8	9.8	5.5	15.7	-2.2
Runt-SMMHC FRET	-0.6	2.6	-3.4	-8.2	-4.7	-6.6

19. Cc1c(C#N)c(NC(=O)CCl)n(Cc2ccc(F)cc2)c1C
20. COc1cc2c(cc1NC(=O)c1cncc(Br)c1)oc1ccccc12
21. COc1ccc(C(=O)CC(=O)C(=O)NCCc2cccc(C)c2)cc1
22. Cc1ccc(-c2csc(C3=C(O)CN(NC(=O)c4ccco4)C3=N)n2)cc1
23. COc1ccc(C2C([N+](=O)[O-])=C(C)N(C)C(=O)N2C)cc1OC (stereo not given)
24. O=S(=O)(NCCCc1ccccc1)c1ccc(Cl)cc1
Compound	19	20	21	22	23	24
KLK5 inh	nt	4.4	-13.0	4.2	4.0	-8.6
Thrombin inh	-5.2	0.6	-8.0	-0.7	nt	-7.3
Wee1 stabilizer	-1.2	-2.0	3.8	0.8	-2.1	-1.0
FXIIa inh	5.0	8.4	10.1	6.7	12.9	8.4
Hck-Nef inh	-3.9	8.2	4.2	18.3	18.1	4.0
14-3-3 Bad PPI	2.9	4.5	-1.5	3.0	-0.1	7.9
Runt-CBFb FRET	0.4	-1.2	-1.4	2.2	0.9	1.1
FXIa inh 1536	-2.6	5.4	4.2	9.0	7.9	2.3
Runt-SMMHC FRET	0.4	-4.9	-0.5	-3.1	2.1	1.5

Retrieved by structure from above:
17. CS(=O)(=O)N(CCc1ccccc1)CC(=O)N1CCN(c2ccccc2F)CC1
22. Cc1ccc(-c2csc(C3=C(O)CN(NC(=O)c4ccco4)C3=N)n2)cc1
Compound	17	22
KLK5 inh	-4.6	4.2
Thrombin inh	-1.8	-0.7
Wee1 stabilizer	1.6	0.8
FXIIa inh	24.0	6.7
Hck-Nef inh	-1.4	18.3
14-3-3 Bad PPI	1.9	3.0
Runt-CBFb FRET	-1.0	2.2
FXIa inh 1536	15.7	9.0
Runt-SMMHC FRET	-4.7	-3.1

More results:
25. CN(C(=O)c1ccno1)c1nnc(-c2cccnc2)s1
26. CCOC(=O)C1=C(C)N(c2ccccc2)C(=O)/C1=C\c1cccs1
27. CCN(CC)S(=O)(=O)c1cc(C(=O)OCC(=O)Nc2c(F)cccc2F)ccc1F
28. CN1CCc2c(sc(N)c2C(=O)O)C1
Compound	25	26	27	28
KLK5 inh	-8.4	4.9	-4.7	6.0
Thrombin inh	0.9	-4.7	-3.6	-2.2
Wee1 stabilizer	0.9	3.4	0.6	0.4
FXIIa inh	10.8	6.9	6.5	nt
Hck-Nef inh	-0.8	-0.4	3.0	-11.7
14-3-3 Bad PPI	25.1	-5.2[fluorescence artefact?]	-7.3	-1.2
Runt-CBFb FRET	0.7	-3.8	-1.4	75.0*
FXIa inh 1536	8.5	-0.7	9.0	2.3
Runt-SMMHC FRET	-0.5	-2.0	-2.5	143.6*

From PubChem BioAssay
